Compound activity from PubChem BioAssay.
CDK5 p35 inh: CDK5/p35 (human) kinase inhibition; Q00535+Q15078; Recombinant CDK5/p35, ADP-Glo luminescence, 60 min; inhibition, % at 10 µM; hit rate 0.01% among 330,000; AID 488839;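 active means highest replicate inhibition of at least 50% and at least 75% of replicates reaching 50%; inconclusive means only one of the two criteria met; inactive means both criteria failed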;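 further: plate controls were DMSO neutral control for no effect and GW8510 at 10 µM for full effect; many of its hits are not listed in these tables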
Target sequence (Q00535 whole entry, looked up): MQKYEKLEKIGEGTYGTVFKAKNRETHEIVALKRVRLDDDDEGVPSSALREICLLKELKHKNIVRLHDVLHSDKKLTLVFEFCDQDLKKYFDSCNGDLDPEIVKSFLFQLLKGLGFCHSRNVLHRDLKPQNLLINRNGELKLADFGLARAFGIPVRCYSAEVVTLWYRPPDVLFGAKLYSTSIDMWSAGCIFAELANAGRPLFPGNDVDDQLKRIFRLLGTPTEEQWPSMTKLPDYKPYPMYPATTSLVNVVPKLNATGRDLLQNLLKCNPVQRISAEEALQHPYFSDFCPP
Target sequence (Q15078 whole entry, looked up): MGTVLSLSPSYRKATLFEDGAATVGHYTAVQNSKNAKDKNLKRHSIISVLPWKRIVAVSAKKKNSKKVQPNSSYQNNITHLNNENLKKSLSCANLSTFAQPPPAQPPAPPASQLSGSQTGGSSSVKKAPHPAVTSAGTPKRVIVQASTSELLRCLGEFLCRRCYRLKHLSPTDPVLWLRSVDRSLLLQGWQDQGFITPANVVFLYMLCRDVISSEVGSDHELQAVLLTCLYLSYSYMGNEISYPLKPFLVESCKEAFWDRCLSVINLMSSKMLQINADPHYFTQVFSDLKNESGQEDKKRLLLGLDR
V-ATPase pHluor: yeast V-ATPase proton transport regulation by pHLuorin | S. cerevisiae, pHLuorin cytosolic pH fluorescence | hit rate 0.37% among 350,000 | response, % at 10 µM | AID 504577; in the data active means response mostly above about 7.3%, no sharp cut-off; inactive means mostly below about 5.4%; further: actives read high; inactives centre near 0; some compounds called inactive have numbers as strong as hits; reference of the scale not given here
PvdQ acylase: P. aeruginosa PvdQ acylase inhibition | hit rate 0.063% among 340,000 | inhibition, % at 10 µM | purified PvdQ acylase, fluorescence plate reader; in the data active means inhibition above about 30%, passing the limit was not always enough; inconclusive means no clear call, values can overlap the other calls;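 further: 0% = vehicle neutral wells and 100% = reference inhibitor wells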
HTR5A inv ag: HTR5A inverse agonism, opioid heterodimer counter-screen; HTR5A cell line, luminescence; inhibition, % at 9.3 µM; hit rate 0.083% among 340,000; in the data active means inhibition mostly above about 23%, no sharp cut-off; inactive means mostly below about 18%;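 further: 0% = cells with DMSO and 100% = no-cell wells with DMSO; some compounds called inactive have numbers as strong as hits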
SR-BI HDL uptake: mouse SR-BI HDL lipid transfer inhibition | Q61009 | ldlA[mSR-BI] CHO cells, DiI-HDL uptake fluorescence, 3 h | inhibition, % at 12.5 µM | hit rate 0.96% among 320,000 | AID 488896;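 active means mean replicate inhibition of at least 70% and a set share of replicates each scoring 70 or more; inconclusive means meets just one of the two criteria; inactive means fails both criteria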;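 further: 0% = median of neutral control wells and 100% = median of positive control wells; values of inactives mirror those of a sister screen read the other way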
dFosB act: activators of mouse delta FosB homodimer. activation, % at 25 µM. purified delta FosB, TAMRA-CDK5 oligo fluorescence polarization; percent of positive-control signal above neutral wells. hit rate 0.99% among 340,000. AID 493131;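 active means mean activation above about 17%, with every replicate also reaching it, limit read from the data, passing the limit was not always enough; inconclusive means only one of the two conditions met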;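 further: fluorescence polarization rise as delta FosB binds a TAMRA Cdk5 AP-1 oligo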
Target sequence (P13346 whole entry, looked up): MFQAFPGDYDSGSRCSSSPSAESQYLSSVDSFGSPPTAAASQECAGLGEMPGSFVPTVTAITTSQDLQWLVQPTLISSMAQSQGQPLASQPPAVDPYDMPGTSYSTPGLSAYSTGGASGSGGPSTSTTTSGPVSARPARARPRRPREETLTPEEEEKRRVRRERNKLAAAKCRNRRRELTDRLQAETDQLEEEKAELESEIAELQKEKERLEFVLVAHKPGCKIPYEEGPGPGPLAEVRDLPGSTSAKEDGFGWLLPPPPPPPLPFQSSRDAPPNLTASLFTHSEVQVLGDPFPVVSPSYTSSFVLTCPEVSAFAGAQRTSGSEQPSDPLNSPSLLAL
Wnt act: activates Wnt/beta-catenin signaling in a reporter cell assay; activator, plate reader; activation, % at 9.35 µM; hit rate 1.2% among 300,000; in the data active means activation above about 30%, passing the limit was not always enough; inconclusive means no clear call, values can overlap the other calls;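 further: 0% = neutral control wells and 100% = positive control wells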
MITF act: MITF TRPM1 promoter activation in melanoma cells. SK-MEL-5 TRPM1-promoter luciferase, 24 h; % of positive control, neutral wells = 0. activation, % at 12.5 µM. hit rate 0.75% among 300,000;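 active means mean activation of at least 80% with every replicate also reaching 80%; inconclusive means mean reaches 80% but some replicate falls short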;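 further: 0% = neutral control wells and 100% = parthenolide positive control wells; values of inactives mirror those of a sister screen read the other way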
NSD2 inh: blocks human histone methyltransferase NSD2; inhibition, % at 12.5 µM; NSD2 peptide methylation, AlphaScreen, 120 min; AID 743445; hit rate 0.54% among 310,000; O96028; in the data active means inhibition above about 50%
HTR5A ag: counter-screen for OPRM1-OPRD1 agonists: human HTR5A agonism. activation, % at 9.3 µM. HTR5A agonist assay, luminescence, cell-based. hit rate 0.61% among 340,000. P47898; in the data active means activation mostly above about 9.5%, no sharp cut-off; inactive means mostly below about 7.6%;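 further: 0% = cells with vehicle only and 100% = reference agonist; strong numbers were not always called active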
The depositor's hits bear a star; ? = inconclusive; nt = no result given.

SMILES	CDK5 p35 inh	V-ATPase pHluor	PvdQ acylase	HTR5A inv ag	SR-BI HDL uptake	dFosB act	Wnt act	MITF act	NSD2 inh	HTR5A ag
CCC1(C)Cc2c(sc3nnn(CC(=O)Nc4ccc(Cl)cc4)c(=O)c23)CO1 (centres undefined)	-0.6	3	1	-28	2	8	nt	-2	-1	2
CCN(Cc1nc(-c2cccc(C)c2)no1)C(=O)c1ccco1	1.0	1	0	6	-8	-2	5	15	0	-1
CCOC(=O)N1CCN(C(=O)c2cnsn2)CC1	2.6	3	8	-17	-28	9	-5	nt	-1	1
CCn1c(COc2ccccc2)nnc1SCC(=O)Nc1ccc(N2CCOCC2)cc1	0.2	-2	-3	18	23	5	0	-7	-3	-3
CC(O)c1nc2ccccc2n1Cc1nnc(-c2ccc(Cl)cc2)o1 (centres undefined)	0.9	2	-13	-22	10	-1	nt	nt	-1	5
CC(=O)C(C(C)=O)c1c(Cl)c(O)c(O)c2c(C(=O)c3ccccc3)coc12	0.3	0	7	-16	41	0	nt	-36	nt	6
c1cncc(-c2cn(C[C@H]3CC[C@H](Cn4cc(-c5cccnc5)nn4)O3)nn2)c1	-2.1	0	-3	-2	-10	3	4	-1	nt	1
COC(C[C@@H](O)C[C@H](O)COCc1ccccc1)OC	1.8	31*	-7	-6	-30	6	4	5	nt	3
CN(C)c1ncnc2c1ncn2C1CCCCO1 (centres undefined)	2.3	-3	4	-9	5	-2	-2	2	1	2
CN(C)CCNc1nc2c(c(=O)[nH]c(=O)n2C)n1CC(O)COc1ccc(Cl)cc1 (centres undefined)	-8.5	-2	-10	12	-10	1	nt	7	1	-5
C[C@H]1[C@H]2c3nc4ccccc4n3C[C@H]1ON2C1CCCCC1	2.1	0	-4	-4	-4	-3	0	-4	nt	2
Cc1cccc(OCC(=O)Nc2ccc3c(c2)OCCO3)c1	0.5	-6	-1	-12	-11	-9	23	80	-1	1
CCC(C)[C@H](NC(=O)NCCCn1ccnc1)C(=O)OC (some centres undefined)	0.1	2	19	-10	-16	-1	1	4	-2	2
CC(C)=CCC[C@](C)(O)C1CC[C@]2(C)C1C(O)CC1[C@@]3(C)CCC(O)C(C)(C)C3C(O[C@@H]3OC(CO)C(O)C(O)C3O[C@@H]3OC(C)C(O)C(O)C3O)C[C@]12C (some centres undefined)	0.4	5	5	-17	-15	-5	-3	-2	nt	7
O=C(COc1ccc(F)cc1Cl)N1CCN(C(=O)c2cccs2)CC1	-1.3	-1	-9	-15	-4	0	-1	10	3	6
CN(C)S(=O)(=O)c1cccc(NC(=O)CCNC(=O)Nc2ccccc2)c1	-0.6	9	-13	-14	4	-11	3	-2	-2	6
COc1ccccc1CCC(=O)NNC(=O)c1ccncc1	0.4	0	-5	16	0	-6	0	-2	-2	7
CCOC(=O)C(N)CSC1CC(=O)N(CCc2ccccc2)C1=O (centres undefined)	-1.2	10	6	-14	9	-4	0	4	-2	5
Cc1ccc(S(=O)(=O)N2[C@@H](c3ccc(C#N)cc3)C(C(=O)O)=C[C@H]2C(C)(C)C)cc1	0.1	0	6	0	-11	-9	-2	13	nt	0
CCOC(=O)c1ccc2[nH]c3c(c2c1)CCCCC3=O	-2.1	-2	-10	9	12	-11	8	16	0	6

Looked up above.
CN(C)CCNc1nc2c(c(=O)[nH]c(=O)n2C)n1CC(O)COc1ccc(Cl)cc1 (centres undefined) in HTR5A inv ag: 12
CC(O)c1nc2ccccc2n1Cc1nnc(-c2ccc(Cl)cc2)o1 (centres undefined) in V-ATPase pHluor: 2
CCn1c(COc2ccccc2)nnc1SCC(=O)Nc1ccc(N2CCOCC2)cc1 in HTR5A inv ag: 18

Later entries.
SMILES	CDK5 p35 inh	V-ATPase pHluor	PvdQ acylase	HTR5A inv ag	SR-BI HDL uptake	dFosB act	Wnt act	MITF act	NSD2 inh	HTR5A ag
Cn1c(=O)oc2cc(S(=O)(=O)N3CCCC(C(=O)Nc4ccc5c(c4)OCCO5)C3)ccc21 (centres undefined)	-0.4	3	-11	1	7	-3	-4	nt	nt	0
NS(=O)(=O)c1ccc(NC(=O)c2ccccc2Cl)cc1	-0.1	-2	7	-7	7	-2	12	12	-1	3
CCOc1cccc(C(=O)Nc2cccc(-c3nnc(-c4ccccc4)o3)c2)c1	2.2	3	2	14	60	-13	6	27	-1	-1
Cc1ccc2cc(CN(c3cccc(C)c3C)S(=O)(=O)c3ccccc3)c(=O)[nH]c2c1	1.9	-4	4	2	-2	11	-3	-7	-1	0
CC(C)CNC(=O)c1ccc2c(c1)C(=O)N(Cc1ccco1)C2=O	1.1	0	-17	-3	2	-1	-3	nt	0	1
CCCCc1cc(=O)oc2cc(OCC(=O)NCCN3CCOCC3)ccc12	-0.1	4	-1	-1	8	-4	-3	5	-4	0
CSCCC(NC(=O)c1ccco1)C(=O)NNC(=O)c1n[nH]c(=O)c2ccccc12 (centres undefined)	-0.9	0	-15	-7	-27	1	5	3	-1	0
COc1cccc(CN2CCC(n3nccc3NC(=O)CCOc3ccccc3)CC2)c1	1.6	3	-17	6	-3	-9	-1	-6	-4	-2
CCc1ccc(OCC(=O)NC(NC(=S)Nc2ccc(C)cc2C)C(Cl)(Cl)Cl)cc1 (centres undefined)	-1.0	5	-12	28	-4	1	nt	-10	0	-13
S=C1NC[C@H](Cc2ccccc2)N1CC1CCN(CCCCc2ccccc2)CC1	-1.5	-1	-26	24	10	-4	-2	1	nt	-7
COc1ccccc1C1NC(=O)NC(C)=C1C(=O)OC1CCCC(C)C1 (centres undefined)	-0.5	3	-1	-11	12	-1	-3	nt	-1	3
CCOC(=O)N1CCC(N2CCCC(C(=O)c3cccc(OC(C)C)c3)C2)CC1 (centres undefined)	1.9	-2	-4	23	nt	3	-7	-4	nt	1
COC(=O)CC/C(O)=C1\C(=O)CC(C)(C)CC1=NCc1nc2ccccc2[nH]1	2.4	1	-14	5	-5	-2	-2	-3	0	-2
CCOc1ccc(-n2c(SCC(=O)NC)nnc2-c2ccco2)cc1	-0.6	1	-16	0	-7	1	-1	nt	-2	0
O=C(Nc1nnc(S(=O)(=O)N2CCOCC2)s1)c1ccccc1F	-6.6	0	6	-4	-17	-6	3	-3	-2	6
Cn1c(N)c(C(C[N+](=O)[O-])c2c(F)cccc2Cl)c(=O)n(C)c1=O (centres undefined)	0.1	1	-6	5	-22	3	2	-18	-2	-1
OCc1ccc(O)c2ncccc12	-1.3	2	6	-3	-34	1	nt	-59	-1	-4
CCOc1ccc(/C=C/C(=O)Nc2ccc3[nH]c(=O)[nH]c3c2)cc1	0.2	-4	-1	-3	-15	9	nt	2	-1	5
C/C(Cn1nnc([N+](=O)[O-])n1)=N\NC(=O)c1ccccc1	-4.3	2	-5	-8	-2	-1	1	-34	nt	8
Clc1ccc(C2CC(c3ccccc3)Nc3ncnn32)cc1 (centres undefined)	0.3	0	-14	-11	3	-5	0	-3	nt	4
O=C(N/N=C/c1ccsc1)c1cc(O)cc(O)c1	-1.4	4	-13	16	3	-8	-2	-1	0	-1
Cc1c(C(=O)Nc2cnccn2)oc2ccccc12	-0.2	5	-4	11	25	-17	5	7	1	-2
CS(=O)(=O)N1CCC(C(=O)Nc2ccc(Cl)c(C(F)(F)F)c2)CC1	-0.1	-2	-9	9	1	-3	-3	5	-9	-3
N#Cc1c(NCc2ccccc2)ccnc1NCc1cccnc1	0.1	1	-3	-2	10	-11	nt	nt	2	1
CC1CCCCC1NS(=O)(=O)c1ccc2c(c1)CC(=O)N2C (centres undefined)	-2.4	-4	-6	-3	3	3	0	4	0	1
CSC(=NC#N)N1CCN(c2ccccn2)CC1	-1.1	4	-5	9	-3	-6	-10	5	4	-4
Cc1ccc(S(=O)(=O)/C(C#N)=C/c2c[nH]c3ccccc23)cc1	-0.8	1	-12	-21	28	12	nt	-16	1	0
Cc1ccc(S(=O)(=O)N(C)CC(=O)NNC(=O)CCNS(=O)(=O)c2cccc(C)c2)cc1	-0.4	-4	0	2	12	-1	1	5	0	-1
S=c1[nH]nc(-c2ccccc2)n1/N=C/c1cccc(Br)c1	1.2	-4	-1	7	10	10	-1	-3	nt	-2
CCOc1cc(/C=C2\C(=O)N(c3ccc(C(N)=O)cc3)N=C2C)ccc1OC(=O)c1cccs1	3.9	-5	-15	-1	1	-18	nt	-16	nt	-4
C/C(=N/NC(=O)CCCOc1ccc(Cl)cc1Cl)c1ccc(C)o1	-0.2	-1	-4	17	10	-4	-2	-1	6	-6
Nc1nc(CSC(=S)N2CCCCC2)nc(Nc2ccccc2)n1	0.6	4	-3	5	1	3	?	50	26	1
Cc1ccsc1/C=C1/CN(C)Cc2c1nc1ccccc1c2C(=O)O	-1.7	-4	8	10	11	1	-1	-14	15	5
CC(C(=O)Nc1cccc([N+](=O)[O-])c1)N(c1ccccc1)S(C)(=O)=O (centres undefined)	-1.3	-2	-2	19	4	-3	-1	-5	-7	-7
O=C(CSc1ccc(Cl)cc1)N1CCN(c2c(Cl)cccc2[N+](=O)[O-])CC1	0.5	4	1	-6	16	0	nt	75	-1	0
Cc1noc(C)c1COc1ccc(C(=O)NCc2ccccn2)cc1	0.6	-6	1	-13	-5	-6	1	nt	3	0
O=c1c2ccccc2nnn1COc1cccc2ccccc12	-0.7	-2	-11	-18	21	-11	28	17	-1	6
Cc1ccc(CCN2CC(C(=O)NCc3ccco3)CC2=O)cc1 (centres undefined)	-1.8	0	1	-25	nt	-1	nt	5	nt	-4
NS(=O)(=O)c1ccc(CCNC(=S)Nc2ccc(F)cc2)cc1	0.4	1	1	12	-4	0	0	-5	-3	3
Brc1ccc(-c2nc3ncccn3c2NC2CCCCC2)o1	-0.3	-5	-4	-8	28	-10	0	nt	4	2
COc1cccc(C(C)N(C)Cc2nc(COc3ccccc3)no2)c1 (centres undefined)	0.8	-1	-2	1	nt	2	3	6	-6	0
CC(C)C12CN3CC(C(C)C)(CN(C1)C3c1ccco1)C2=O (centres undefined)	-0.5	2	-13	7	-7	-2	1	nt	0	-5
Cc1nc(NC(CC(C)C)C(=O)O)c2nc(C)oc2n1 (centres undefined)	0.8	0	-1	7	-4	-8	-4	8	-1	1
Cc1ccc(S(=O)(=O)Cc2ccc(C(=O)NCc3cccs3)o2)cc1	0.4	0	-15	0	-15	3	nt	nt	-4	3
O=C(COc1ccc(Cl)cc1Cl)Nn1c(=S)[nH]c2ncccc2c1=O	-0.3	4	-14	-19	-26	-2	-2	-23	-3	-3
CCCc1cc(=O)[nH]c(SCC(=O)N(CC)c2c(N)n(Cc3ccccc3)c(=O)[nH]c2=O)n1	-1.7	0	-1	-1	7	-3	0	-4	nt	0
CC(NCc1ccc(N(C)C)cc1)C1CC2CCC1C2 (centres undefined)	0.1	5	-9	11	-19	-8	nt	nt	4	2
O=C1OC(=O)C2C1[C@@H]1CC[C@H]2O1 (some centres undefined)	1.3	9	-1	8	4	12	-3	3	nt	-2
O=C(COC(=O)Cc1ccsc1)Nc1ccc(S(=O)(=O)N2CCOCC2)cc1	-0.8	-3	-8	-1	-9	-11	27	-7	1	0
COc1cccc(CSc2nnnn2-c2ccc(O)cc2)c1	1.2	-2	6	-20	-19	-7	0	-2	0	-13
COc1ccc(-n2nc(C(=O)NCC(=O)NCCCN3CCOCC3)c3ccccc3c2=O)cc1	0.1	0	3	8	-3	-14	-2	1	-5	-3
